HePTP inh: inhibitors of human HePTP phosphatase, primary screen, biochemical, absorbance, leukemia target; AID 521, 2006; actives 0.64% (n = 110,000); inhibition, % at 20 µM; Tyrosine-protein phosphatase non-receptor type 7 (Homo sapiens), P35236; recombinant HePTP phosphatase activity, OD absorbance; in the data active = inhibition above about 50%;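 note: plate controls were vehicle for no effect and reference inhibitor for full effect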
Target sequence (P35236 whole entry, looked up): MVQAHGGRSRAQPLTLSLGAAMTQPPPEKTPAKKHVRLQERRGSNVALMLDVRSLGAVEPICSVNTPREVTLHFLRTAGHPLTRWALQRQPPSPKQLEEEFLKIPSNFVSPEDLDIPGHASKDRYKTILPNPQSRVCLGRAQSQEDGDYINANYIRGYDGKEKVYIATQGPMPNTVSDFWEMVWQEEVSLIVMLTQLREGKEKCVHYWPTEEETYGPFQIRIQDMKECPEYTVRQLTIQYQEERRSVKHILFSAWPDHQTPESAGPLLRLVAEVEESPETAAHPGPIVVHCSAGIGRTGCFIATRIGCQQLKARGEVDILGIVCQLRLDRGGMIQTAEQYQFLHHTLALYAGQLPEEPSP
BAP1 block: inhibitors of BAP1 deubiquitinase, primary screen, biochemical, Ub-AMC fluorescence, kinetic. Ubiquitin carboxyl-terminal hydrolase BAP1 (Homo sapiens), Q92560. recombinant BAP1, Ub-AMC hydrolysis fluorescence kinetic; active compounds read low. activity remaining (% of control), % at 20 µM. actives 0.48% (n = 72,000);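 active = activity remaining at or below 50% of control, provided the compound also passes the data quality filters; inactive = the rest, including low values that fail the filters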;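 note: 100% = DMSO wells rate and 0% = substrate alone blank rate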
Target sequence (Q92560 whole entry, looked up): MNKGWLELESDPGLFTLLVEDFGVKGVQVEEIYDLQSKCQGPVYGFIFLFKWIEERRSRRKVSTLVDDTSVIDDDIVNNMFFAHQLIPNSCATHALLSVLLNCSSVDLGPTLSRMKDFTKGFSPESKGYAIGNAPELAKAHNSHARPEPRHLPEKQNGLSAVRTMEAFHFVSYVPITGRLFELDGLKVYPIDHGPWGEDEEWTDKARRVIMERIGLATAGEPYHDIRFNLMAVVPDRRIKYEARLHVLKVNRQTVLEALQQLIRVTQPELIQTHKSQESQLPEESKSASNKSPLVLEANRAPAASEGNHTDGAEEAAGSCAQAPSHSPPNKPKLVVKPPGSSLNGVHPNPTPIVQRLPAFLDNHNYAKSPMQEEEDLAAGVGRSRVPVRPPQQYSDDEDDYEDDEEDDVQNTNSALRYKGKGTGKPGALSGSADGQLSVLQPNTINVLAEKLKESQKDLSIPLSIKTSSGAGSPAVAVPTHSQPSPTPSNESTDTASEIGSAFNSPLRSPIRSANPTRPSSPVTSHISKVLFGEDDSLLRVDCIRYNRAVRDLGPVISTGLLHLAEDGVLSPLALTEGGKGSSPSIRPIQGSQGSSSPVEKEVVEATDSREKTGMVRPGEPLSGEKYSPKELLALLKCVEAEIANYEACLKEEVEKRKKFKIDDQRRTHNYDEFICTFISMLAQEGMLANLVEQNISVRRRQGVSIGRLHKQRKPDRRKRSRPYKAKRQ
* marks the source's active call; other numbers are inactive results; . = no result given; & = joins results of further samples. Rows are unselected. Share with any hit: about 0.83%.

SMILES | HePTP inh | BAP1 block
O=C(Cn1cc2c(n1)CCCC2)NCCCN1CCN(Cc2ccccc2)CC1 | -8.9 | 92.0
COc1cc(C=O)ccc1OCc1ccccc1COc1ccc(/C=C2/SC(=S)NC2=O)cc1OC | 19.9 | .
CC(=O)COc1ccc2c(C)c(C)c(=O)oc2c1 | 8.0 | .
CCOC(=O)CCc1n[nH]c(=O)[nH]c1=O | -5.4 | 95.9
Cc1cc(OCC(=O)NCC2CCCO2)ccc1Br (configuration not stated) | 0.5 | .
CCOC(=O)NC(NC(=S)Nc1ccc(C(C)=O)cc1)C(Cl)(Cl)Cl (configuration not stated) | -1.7 | .
Clc1ccccc1-c1noc(C23CC4CC(CC(C4)C2)C3)n1 | -8.7 | .
CCOc1ccc(Cl)cc1CSc1n[nH]c(CC)n1 | 11.4 | 120.1
COC(=O)C1=C(C(=O)OC)SC(=C2C(=S)C(C)(C)N(C(=O)c3ccccc3F)c3cc(C)ccc32)S1 | -11.5 | .
C#CCSc1cccc2cccnc12 | . | 67.7
CCN(CC)c1ccc(-n2c(C)c(C(C)=O)c(C(C)=O)c2C)cc1 | 8.7 | 85.3
CCOCCOC(=O)C1=C(C)NC2=C(C(=O)CCC2)C1c1cc(OC)c(OC)c(OC)c1 (configuration not stated) | 3.4 | .
Cc1cc(C)nc(SCC(=O)N/N=C/c2ccc([N+](=O)[O-])cc2)n1 | -12.5 | .
O=C(CSc1ccccn1)Nc1nc2ccccc2s1 | 1.6 | .
COC(=O)C1=C(C)N(C)C(=O)NC1c1ccc([N+](=O)[O-])s1 (configuration not stated) | 3.9 | .
Cc1cccc(NC(=O)c2cnc3sccn3c2=O)c1C | 6.7 | 80.9
CCCC/C(C)=N\NC(=O)C(=O)NC(C)C | 3.6 | .
Cc1nc2c(o1)CCc1ccccc1C2O (configuration not stated) | . | 75.6
COc1cc(/C=C2\C(=O)NC(=O)N(c3ccc(Br)c(C)c3)C2=O)cc(OC)c1O | 13.9 | .
Cc1c(C(=O)OC(C)C)sc(NC(=O)c2cnccn2)c1C(=O)OC(C)C | -2.7 | .
CN(C)C(=O)NC1CCCCCCCCCCC1 | 6.8 | 90.1
CCOc1c(C)cc(-c2ncccc2O)cc1C | 3.7 | .
CCC(=O)c1ccccc1OCCCn1cncn1 | -1.0 | 88.6
COc1ccc2ccccc2c1/C=N/O | 7.5 | .
COc1ccccc1NC(=O)CSc1nc(O)cc(=O)n1-c1ccccc1OC | 8.2 | 91.2
CSc1nc(NC(C)(C)C)nc(Oc2ccc(=O)[nH]n2)n1 | -1.1 | 81.2
O=C(O)CCSc1nnc(-c2ccccc2)n1-c1ccccc1 | 6.3 | 92.1
Cc1c(Cc2ccccc2)c(-n2ccnc2)n2c(nc3ccccc32)c1C#N | 7.1 | .
Cc1oc2nc(SCC(=O)NCc3cccnc3)nc(N)c2c1C | 11.4 | 60.8
Cc1cc(C)c(C)c(C=C2C(=O)c3ccccc3C2=O)c1C | -1.9 | .
COC(=O)/C=C(\C)NC(=O)c1cccs1 | -7.6 | 92.8
COc1ccc(S(=O)(=O)Cc2ccc(C(=O)N3CCN(Cc4ccccc4)CC3)o2)cc1 | 6.5 | 94.2
O=C(CCn1c(SCC(=O)NCc2ccco2)nc2ccccc2c1=O)NCCc1ccccc1 | -1.2 | 88.2
Cc1c2cn[nH]c(=O)c2c(C)n1Cc1ccc(F)cc1 | 1.0 | 85.6
O=[N+]([O-])c1ccc(Cl)cc1NCc1ccccc1 | 7.1 | .
O=C(CCC(=O)N1CCN(S(=O)(=O)c2ccccc2)CC1)NC1CCCc2ccccc21 (configuration not stated) | 6.4 | 99.3
O=C(NCc1nnc2n1CCCCC2)c1ccc(Cl)cc1Cl | 2.3 | 96.9
O=C(Nc1ccc(Br)cc1)C1CCCN1S(=O)(=O)c1ccc(Cl)cc1 (configuration not stated) | 3.7 | .
Cc1cc(C)n(-c2cc(N/N=C/c3cccc(F)c3)nc(C)n2)n1 | 4.7 | .
Cc1ccc2nc(SCC(=O)Nc3ccc(/C=C/c4ccccc4)cc3)[nH]c2c1 | -11.3 | .
O=C(C1=C(O)C(=O)N(c2ncccn2)C1c1cccc(Cl)c1)c1ccco1 (configuration not stated) | 7.4 | 74.3
COc1ccc(OC)c(C2NC(=S)NC(C)=C2C(=O)Nc2cc(Cl)ccc2OC)c1 (configuration not stated) | 11.0 | .
CCOC(=O)CC1C(=O)NCCN1C(=O)c1cc2c(=O)n3ccccc3nc2s1 (configuration not stated) | 7.1 | .
N=c1sccn1CC(=O)Nc1ccc(S(=O)(=O)N2CCOCC2)cc1 | -3.8 | 90.8
CCc1ccccc1NC(=O)C(=O)NCCc1ccc(F)cc1 | -4.0 | .
CCCCCCOC(=O)Sc1nc2ccccc2o1 | 4.2 | .
COc1cc(C2NC(=O)NC(C)=C2C(=O)OCCC#N)cc(OC)c1OC (configuration not stated) | -14.8 | .
CCN(CC)CCC#CC(OC)(c1ccccc1)c1ccccc1 | . | 77.1
CCCNC(=O)CN(c1ccc(F)c(Cl)c1)S(C)(=O)=O | 9.9 | 120.7
COC(=O)c1ccc(OCC(O)CN2CCC(C)CC2)cc1 (configuration not stated) | -15.4 | 98.1
COc1ccc(CCNC(=O)C2CCN(S(=O)(=O)c3cnc[nH]3)CC2)cc1OC | 10.2 | 83.8
CC(=O)Oc1ccccc1C(=O)O | . | 94.6
COc1ccc(C(=O)Cn2c(N3CCCCC3)nc3c2c(=O)n(C)c(=O)n3C)cc1OC | -4.3 | 83.4
Cc1cc(NC(=O)c2ccccc2)sc1C | 1.7&-11.8 | 83.5
CC(C)(C)OC(=O)N1CCC[C@H]1c1nnc(SCc2c(F)cccc2Cl)o1 | -11.7 | 96.1
CCCOc1ccc(S(=O)(=O)NCc2ccc(OC)cc2)cc1 | -1.0 | 95.0
CCN(CC)c1ccc(/C=C2\SC(=S)N(CCc3ccccc3)C2=O)cc1 | -8.0 | .
O=C(Nc1ccc(S(=O)(=O)N2CCC(C(=O)NC3CCCCC3)CC2)cc1)c1ccco1 | 2.7 | 107.9
Clc1ccc(CNc2ncn[nH]2)cc1 | 4.7 | .
CC(=C/C(=O)O)/C=C/c1c[nH]c2ccccc12 | 7.2 | .

Later entries:
SMILES | HePTP inh | BAP1 block
CC1=CC(C)C2COC(c3cccnc3)C1C2C (configuration not stated) | 8.6 | .
COc1ccc(-n2c3c(cc(C(=O)N4CCC(C)CC4)c2=O)C(=O)CC(C)(C)C3)cc1 | 7.2 | 103.2
Cc1ccc(C(=O)NNC(=O)c2ccc(O)cc2)cc1 | 5.9 | .
O=C(Nc1ccc2c(c1)OCO2)c1c(F)cccc1F | -6.1 | 72.3
COc1ccc(-c2nnc3sc(COc4ccc(C)cc4)nn23)cc1 | 5.6 | 86.7
CCOC(=O)c1c(NC(=O)CC2SC(N)=NC2=O)sc(C)c1C (configuration not stated) | 3.2 | .
Cc1cccc(NC(=O)CC2CCCCC2)c1 | 3.5 | .
CCc1cc(C(=O)Nc2ccccc2)cs1 | 1.5 | .
Cc1nc2sc3c(c2c2nc(-c4ccco4)nn12)CC(C)(C)OC3 | -5.9 | 63.6
CCCc1c(C)nc2c(Br)cccc2c1SCC(=O)O | -6.9 | .
COc1ccccc1CNC(=O)CN(c1ccc(C)cc1)S(=O)(=O)c1ccc(C)cc1 | 4.5 | .
O=C(O)CCCCCN1C(=O)C(=O)/C(=C(/O)c2ccccc2)C1c1ccccc1 (configuration not stated) | 2.4&2.7 | 80.7
O=C(O)C1C2C=CC(C3CC23)C1C(=O)NCCc1ccccc1 (configuration not stated) | -1.0 | 107.2
Oc1cccc(/C=N/Nc2nc3ccccc3s2)c1 | -3.5 | .
CC1=C(C(=O)Nc2ccccc2)C(c2ccncc2)C(C#N)=C(SCC(=O)NC(C)C)N1 (configuration not stated) | 3.4 | 79.3

24 successive compounds from above:
SMILES | HePTP inh | BAP1 block
CCCNC(=O)CN(c1ccc(F)c(Cl)c1)S(C)(=O)=O | 9.9 | 120.7
COC(=O)c1ccc(OCC(O)CN2CCC(C)CC2)cc1 (configuration not stated) | -15.4 | 98.1
COc1ccc(CCNC(=O)C2CCN(S(=O)(=O)c3cnc[nH]3)CC2)cc1OC | 10.2 | 83.8
CC(=O)Oc1ccccc1C(=O)O | . | 94.6
COc1ccc(C(=O)Cn2c(N3CCCCC3)nc3c2c(=O)n(C)c(=O)n3C)cc1OC | -4.3 | 83.4
Cc1cc(NC(=O)c2ccccc2)sc1C | 1.7&-11.8 | 83.5
CC(C)(C)OC(=O)N1CCC[C@H]1c1nnc(SCc2c(F)cccc2Cl)o1 | -11.7 | 96.1
CCCOc1ccc(S(=O)(=O)NCc2ccc(OC)cc2)cc1 | -1.0 | 95.0
CCN(CC)c1ccc(/C=C2\SC(=S)N(CCc3ccccc3)C2=O)cc1 | -8.0 | .
O=C(Nc1ccc(S(=O)(=O)N2CCC(C(=O)NC3CCCCC3)CC2)cc1)c1ccco1 | 2.7 | 107.9
Clc1ccc(CNc2ncn[nH]2)cc1 | 4.7 | .
CC(=C/C(=O)O)/C=C/c1c[nH]c2ccccc12 | 7.2 | .
CC1=CC(C)C2COC(c3cccnc3)C1C2C (configuration not stated) | 8.6 | .
COc1ccc(-n2c3c(cc(C(=O)N4CCC(C)CC4)c2=O)C(=O)CC(C)(C)C3)cc1 | 7.2 | 103.2
Cc1ccc(C(=O)NNC(=O)c2ccc(O)cc2)cc1 | 5.9 | .
O=C(Nc1ccc2c(c1)OCO2)c1c(F)cccc1F | -6.1 | 72.3
COc1ccc(-c2nnc3sc(COc4ccc(C)cc4)nn23)cc1 | 5.6 | 86.7
CCOC(=O)c1c(NC(=O)CC2SC(N)=NC2=O)sc(C)c1C (configuration not stated) | 3.2 | .
Cc1cccc(NC(=O)CC2CCCCC2)c1 | 3.5 | .
CCc1cc(C(=O)Nc2ccccc2)cs1 | 1.5 | .
Cc1nc2sc3c(c2c2nc(-c4ccco4)nn12)CC(C)(C)OC3 | -5.9 | 63.6
CCCc1c(C)nc2c(Br)cccc2c1SCC(=O)O | -6.9 | .
COc1ccccc1CNC(=O)CN(c1ccc(C)cc1)S(=O)(=O)c1ccc(C)cc1 | 4.5 | .
O=C(O)CCCCCN1C(=O)C(=O)/C(=C(/O)c2ccccc2)C1c1ccccc1 (configuration not stated) | 2.4&2.7 | 80.7

Single entries from above:
Entry for `COc1ccccc1CNC(=O)CN(c1ccc(C)cc1)S(=O)(=O)c1ccc(C)cc1` in HePTP inh: 4.5
Entry for `O=C(O)C1C2C=CC(C3CC23)C1C(=O)NCCc1ccccc1` (configuration not stated) in BAP1 block: 107.2

More results follow.
SMILES | HePTP inh | BAP1 block
Cc1ccc(N2CC(C(=O)Nc3cc(C)ccc3F)CC2=O)cc1 (configuration not stated) | 3.3&7.8 | 94.9
CCOC(=O)C1CCN(C(c2cc3c(C)ccc(C)c3[nH]c2=O)c2nnnn2C2CCCCC2)CC1 (configuration not stated) | -1.8 | .
CSc1nc(C)cc(-n2cc(Br)c(=O)[nH]c2=O)n1 | 3.3 | .
CCOC(=O)c1c(C(F)(F)C(F)(F)C(F)(F)C(F)(F)F)n[nH]c1C | 5.9 | 95.3
COC(=O)c1ccc2c(c1)N(Cc1nc(-c3cccc(Cl)c3)oc1C)C(=O)C1CCCN21 (configuration not stated) | 5.8 | 72.9
Cc1ccccc1C(=O)Nc1c(C(=O)NCc2ccco2)cnn1-c1ccccc1 | -2.3 | .
CC1Cc2ccccc2N1C(=O)CSc1ncccc1C(=O)O (configuration not stated) | 3.3 | 95.4
O=C(Nc1ccccc1)NC1(C(=O)NCCCN2CCOCC2)CCCCC1 | 14.9 | 114.8
CCN(CC)CCNc1ccnc2cc(Cl)ccc12 | . | 84.4
COc1ccc(CNCc2cccnc2)cc1 | -7.8 | .
O=C(CN1C(=O)NC2(CCCc3ccccc32)C1=O)N1CCc2ccccc2C1 (configuration not stated) | -9.0 | 92.9
O=C1c2ccc(Oc3cccc([N+](=O)[O-])c3)cc2C(=O)N1c1cccc(Cl)c1 | . | 83.0
CCn1c(CNc2ccc(C)cc2)nnc1SCC(=O)NCc1ccccc1 | -9.3 | 123.4
COC(=O)C(O)(CC(=O)c1ccc(OC)cc1)C(F)(F)F (configuration not stated) | 0.2 | 96.9
CC1CCN(S(=O)(=O)c2ccc(NC(=O)Cn3nnc(-c4ccccc4F)n3)cc2)CC1 | -11.3 | 40.1*

BAP1 block: hit marks shown above.
SMILES | HePTP inh | BAP1 block
CC1CCN(S(=O)(=O)c2ccc(NC(=O)Cn3nnc(-c4ccccc4F)n3)cc2)CC1 | -11.3 | 40.1*

Continued:
SMILES | HePTP inh | BAP1 block
CCC(=O)Nc1nc(OC)cc(OC)n1 | 8.6 | 115.5
O=C(Oc1ccc(/C=C2/SC(=S)N(c3ccccc3)C2=O)cc1)c1ccccc1 | 8.5 | .
CCOC(=O)C(C)c1n[nH]c(=O)c2ccccc12 (configuration not stated) | 14.4 | 95.2
O=C(Nc1ccc2c(c1)OCO2)c1cncc(Br)c1 | 10.2 | 86.3
Cc1ccc(-c2csc(NC(=O)c3ccc(F)cc3)n2)cc1 | 4.2 | .
Cc1ccc(-c2cc(C(F)(F)F)n3ncc(C(=O)NCC4CCCO4)c3n2)cc1 (configuration not stated) | -3.0 | .
O=C(NCCOc1ccccc1)c1cccc2ccccc12 | 0.6 | .
Cc1ccc(C2CC(C(F)(F)F)n3ncc(C(=O)Nc4ccccc4C(F)(F)F)c3N2)cc1 (configuration not stated) | 0.1 | .
COCCNC(=O)c1c[nH]c2cc(OC)c(OC)cc2c1=O | 9.0 | 105.8
O=C1NC(c2cccs2)C(C(=O)c2ccccc2)C(O)(C(F)(F)F)N1 (configuration not stated) | -11.7 | 98.6
Cc1ccc(N2NC(=O)/C(=C/c3cccc(Br)c3)C2=O)cc1 | -7.2 | .
CC(C)(C)NC(=O)NC(=O)COC(=O)Cn1c(C(F)(F)F)nc2ccccc21 | 8.4 | 97.9
O=C(CCC1CCCC1)Nc1ccc(F)c([N+](=O)[O-])c1 | -3.9 | .
c1ccc(CSc2nnc(-c3cccs3)n2Cc2ccco2)cc1 | 5.5 | .

High-throughput results (PubChem)
